Assay outcomes (PubChem)
NPSR antagonist: qHTS Assay for Antagonists of the Neuropeptide S Receptor: cAMP Signal Transduction; Potency, µM (top dose mostly 38.3 µM), for the others: at the top dose activity change, negative = inhibition, usual class: inhibitors; CHO-NPSR cells, cAMP TR-FRET, antagonist mode; actives 1% (n = 220,000); Q6W5P4; AID 1461, 2008; note: potency is the fitted concentration of half-maximal effect; % is set by controls: 0 for no effect and ±100 for the full control effect; nearly all actives have a fitted effect of over 50% in size; many of its hits are not listed in these tables
HTT aggregate: qHTS Multiplex Assay to Identify Dual Action Probes in a Cell Model of Huntington: Aggregate Formation (GFP); AID 1688, 2009; actives 1.1% (n = 220,000); Potency, µM (doses to about 46.1 µM), without a hit: top-dose activity change, negative = inhibition, most hits filed as inhibitors; PC12 HttQ103-GFP aggregates, Acumen cytometry, 40 h; note: potency is the fitted concentration of half-maximal effect; % is set by controls: 0 for no effect and ±100 for the full control effect; nearly all actives have a fitted effect of over 60% in size
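Ecdysone-promoter PC12 model expressing HTT exon 1 Q103 fused to GFP, induced by tebufenozide at 100 nM final. Compounds titrated; aggregates sized 1–25 µm scored on a 488 nm laser cytometer.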
IMPase Li cell: qHTS Assay for Identifying the Cell-Membrane Permeable IMPase Inhibitors: Potentiation with Lithium | CHO-M1 cells, IP1 TR-FRET (IP-One), carbachol + lithium | Potency, µM (top dose mostly 59.4 µM), for the others: at the highest dose activity, negative = IMPase inhibition, hits mostly inhibitors | actives 0.35% (n = 210,000);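 note: IP1 builds up when IMPase is blocked and the TR-FRET signal falls; potency is the fitted concentration of half-maximal effect; plate controls were basal vehicle for no effect and high inhibitor control for full effect; nearly all actives have a fitted effect of over 50% in size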
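Concentration–response in CHO-M1 cells, lithium-potentiated; 30 min at 37C. IP1 detected by competitive TR-FRET after 10 min lysis at RT. Hill-fitted AC50.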
L3MBTL1 inh: qHTS Assay for the Inhibitors of L3MBTL1 | actives 0.66% (n = 230,000) | AlphaScreen L3MBTL1–H3K9me1 peptide binding | Potency, µM (highest dose often 57.1 µM), without a hit: at the highest dose activity, negative = inhibition, usual class: inhibitors | AID 485360, 2010 | Lethal(3)malignant brain tumor-like protein 1 (Homo sapiens), Q9Y468; note: potency is the fitted concentration of half-maximal effect; % is set by controls: 0 for no effect and ±100 for the full control effect; nearly all actives have a fitted effect of over 60% in size
Target sequence (Q9Y468 whole entry, looked up): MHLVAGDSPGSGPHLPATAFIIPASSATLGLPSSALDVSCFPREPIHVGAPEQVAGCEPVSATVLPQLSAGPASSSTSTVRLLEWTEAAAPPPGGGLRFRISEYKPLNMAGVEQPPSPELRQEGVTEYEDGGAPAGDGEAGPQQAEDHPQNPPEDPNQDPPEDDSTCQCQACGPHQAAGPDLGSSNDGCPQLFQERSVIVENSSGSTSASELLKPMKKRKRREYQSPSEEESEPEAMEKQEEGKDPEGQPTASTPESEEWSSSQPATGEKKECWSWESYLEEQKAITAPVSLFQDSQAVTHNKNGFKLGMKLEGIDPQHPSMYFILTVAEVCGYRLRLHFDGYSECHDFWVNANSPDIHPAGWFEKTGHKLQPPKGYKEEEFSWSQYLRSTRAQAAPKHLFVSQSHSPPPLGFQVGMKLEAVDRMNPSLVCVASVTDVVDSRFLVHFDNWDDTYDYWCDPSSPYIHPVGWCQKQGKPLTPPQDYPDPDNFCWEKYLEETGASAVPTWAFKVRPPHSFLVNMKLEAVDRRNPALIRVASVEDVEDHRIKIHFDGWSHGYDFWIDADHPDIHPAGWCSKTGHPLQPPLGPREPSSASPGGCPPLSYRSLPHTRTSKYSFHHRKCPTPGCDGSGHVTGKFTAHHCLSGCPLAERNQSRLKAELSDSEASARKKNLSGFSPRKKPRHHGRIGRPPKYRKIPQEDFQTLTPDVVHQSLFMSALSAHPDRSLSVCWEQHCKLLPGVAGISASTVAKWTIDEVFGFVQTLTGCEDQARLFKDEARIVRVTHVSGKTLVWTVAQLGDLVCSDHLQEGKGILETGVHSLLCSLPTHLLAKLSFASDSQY
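L3MBTL1 50 nM + b-AHA-H3(1-15)K9me1 75 nM, 30 min RT; compound added, 30 min RT; streptavidin donor/Ni-chelate acceptor beads 10 ug/mL each final, 30 min RT dark; AlphaScreen read.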
CBFb RUNX1 block: qHTS Assay for Compounds Blocking the Interaction Between CBF-beta and RUNX1 for the Treatment of Acute Myeloid Leukemia | Runt-related transcription factor 1 (Homo sapiens) + Core-binding factor subunit beta … | AlphaScreen CBFb-His/RUNX1-biotin binding, biochemical | Potency, µM (doses to about 59.8 µM), for the others: top-dose activity, negative = inhibition, most hits filed as inhibitors | 230,000 tested, under 10 active | AID 1477, 2009; note: % of control where 0% means no effect
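Bead-based AlphaScreen assay; binding partners His-tagged CBF-beta and biotinylated RUNX1 at 30 nM each. Compound exposure 15 min after a 20-min protein preincubation; bead step 90 min; all steps at room temperature.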
KinaseGlo FLuc: Counterscreen for Luciferase (Kinase-Glo TM) Inhibition; Kinase-Glo luciferase, ATP luminescence, 8 min; Potency, µM (top dose mostly 38.3 µM), for the others: at the top dose activity change, negative = inhibition, most hits filed as inhibitors; AID 1379, 2008; actives 0.28% (n = 200,000); Luciferin 4-monooxygenase (Photuris pensylvanica), Q27757; note: potency is the fitted concentration of half-maximal effect; % is set by controls: 0 for no effect and ±100 for the full control effect; nearly all actives have a fitted effect of over 60% in size
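Light output from Kinase-Glo luciferase with luciferin and 10 uM ATP in 50 mM imidazole pH 7.2, KCl, MgCl2, Tween 20, BSA; compound pin-delivered, 8-min ambient incubation, then luminescence read.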
Epigenetic derep: Quantitative High-Throughput Screen for Regulators of Epigenetic Control | actives 0.2% (n = 280,000) | Potency, µM (series often up to 53.9 µM), for inactives: at the highest dose GFP activation, usual class: activators | murine LDR cells, GFP reporter derepression, 30 h | AID 1865, 2009; note: potency is the fitted concentration of half-maximal effect; % of control where 0% means no effect; nearly all actives have a fitted effect of over 60% in size
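Reporter derepression read as number of fluorescent GFP-positive objects, 20-120 um in size, counted by laser-scanning cytometer. Mouse LDR line with an epigenetically silenced CMV-GFP locus; compound incubation 30 h, 37 C.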
Active calls of the source: *; ? = inconclusive; . = not tested or not shown; & = joins results of further samples; [ ] = remark or other dose. Calls come from the whole dose curve; as a rule, active = well fitted curve in the direction sought with a large enough effect; inconclusive = small, poorly fitted or top-dose-only effect, or another doubt; inactive = no such curve, though single readings can be large; an effect the other way counts as inactive or inconclusive. An excerpt; count on the stated rates, not on these rows.

molecule	NPSR antagonist	HTT aggregate	IMPase Li cell	L3MBTL1 inh	CBFb RUNX1 block	KinaseGlo FLuc	Epigenetic derep
COc1ccc(NC(=O)C(NC(C)=O)C(=O)NCc2ccccc2Cl)cc1 (stereo unspecified)	-5%[46.1 µM]	12%	0%	-2%	12%	2%	-0.9%
CCOC(=O)C1CCN(C(=S)NC2CC3C=CC2C3)CC1 (stereo unspecified)	-2%	6%[9.22 µM]	.	4%	0%	.	6.1%
O=C(Cn1cncn1)c1ccccc1	4%	-3%[9.22 µM]	.	-1%	2%	.	1.0%
CS(=O)(=O)NCCSCc1ccccc1	-11%[46.1 µM]	-25%	30%[38.3 µM]	20%[11.4 µM]	2%	5%	-2.1%
COCCn1c(-c2ccccc2F)n[nH]c1=S	-5%[46.1 µM]	-11%	2%[38.3 µM]	2%	12%	1%	-1.1%
COc1ccc(Cc2nc(-c3ccc(Br)cc3)no2)cc1	-9%[46.1 µM]	?	21%[38.3 µM]	75%[activator]	?	1%	-7.9%
COCCNC(=O)NC(=O)CSc1nc(C)c(C)c(C)n1	6%	1%	11%	3%	12%	1%	-1.5%
O=C(O)/C=C/C(O)c1ccc(Cl)cc1 (stereo unspecified)	-4%[46.1 µM]	.	-8%	-15%	3%	-5%	-0.2%
O=C(COc1ccccc1-c1ccccc1)N/N=C/c1ccccn1	32%	2%[9.22 µM]	13%	1%	-12%	5%	-2.9%
O=S(=O)(NCc1ccccc1)c1ccc(F)cc1Br	6%	9%[9.22 µM]	.	.	-2%&12%	.	0.0%
Cc1oc2c(cc(NS(=O)(=O)c3ccc4c5c(cccc35)C(=O)N4)c3ccccc32)c1C(=O)OC(C)C	?	-22%	5%[38.3 µM]	-10%	-12%	-1%	-2.2%
CCn1c(CSc2nc3ccccc3s2)nnc1SCC(N)=O	-9%[46.1 µM]	-2%	10%[38.3 µM]	1%	2%	-2%	2.1%
Cc1sc2ncnc(OCc3nnc(-c4cccs4)o3)c2c1C	3%	6%	-3%	.	7%	-2%	0.1%
O=C(CSCc1ccccc1Cl)Nc1ccc2c(c1)OCCO2	-10%[46.1 µM]	-12%	-4%[38.3 µM]	0%	2%	-1%	-0.1%
COc1ccc(S(=O)(=O)N2CCC(C(=O)NCc3ccco3)CC2)cc1	-6%[46.1 µM]	-3%	22%[38.3 µM]	-8%	1%	0%	-0.8%

11 successive records out of the list so far, for reference:
molecule	NPSR antagonist	HTT aggregate	IMPase Li cell	L3MBTL1 inh	CBFb RUNX1 block	KinaseGlo FLuc	Epigenetic derep
COCCn1c(-c2ccccc2F)n[nH]c1=S	-5%[46.1 µM]	-11%	2%[38.3 µM]	2%	12%	1%	-1.1%
COc1ccc(Cc2nc(-c3ccc(Br)cc3)no2)cc1	-9%[46.1 µM]	?	21%[38.3 µM]	75%[activator]	?	1%	-7.9%
COCCNC(=O)NC(=O)CSc1nc(C)c(C)c(C)n1	6%	1%	11%	3%	12%	1%	-1.5%
O=C(O)/C=C/C(O)c1ccc(Cl)cc1 (stereo unspecified)	-4%[46.1 µM]	.	-8%	-15%	3%	-5%	-0.2%
O=C(COc1ccccc1-c1ccccc1)N/N=C/c1ccccn1	32%	2%[9.22 µM]	13%	1%	-12%	5%	-2.9%
O=S(=O)(NCc1ccccc1)c1ccc(F)cc1Br	6%	9%[9.22 µM]	.	.	-2%&12%	.	0.0%
Cc1oc2c(cc(NS(=O)(=O)c3ccc4c5c(cccc35)C(=O)N4)c3ccccc32)c1C(=O)OC(C)C	?	-22%	5%[38.3 µM]	-10%	-12%	-1%	-2.2%
CCn1c(CSc2nc3ccccc3s2)nnc1SCC(N)=O	-9%[46.1 µM]	-2%	10%[38.3 µM]	1%	2%	-2%	2.1%
Cc1sc2ncnc(OCc3nnc(-c4cccs4)o3)c2c1C	3%	6%	-3%	.	7%	-2%	0.1%
O=C(CSCc1ccccc1Cl)Nc1ccc2c(c1)OCCO2	-10%[46.1 µM]	-12%	-4%[38.3 µM]	0%	2%	-1%	-0.1%
COc1ccc(S(=O)(=O)N2CCC(C(=O)NCc3ccco3)CC2)cc1	-6%[46.1 µM]	-3%	22%[38.3 µM]	-8%	1%	0%	-0.8%

(next part)
molecule	NPSR antagonist	HTT aggregate	IMPase Li cell	L3MBTL1 inh	CBFb RUNX1 block	KinaseGlo FLuc	Epigenetic derep
COc1ccc2nc(SCC(=O)C(C)(C)C)[nH]c2c1	-3%	7%[9.22 µM]	.	2%	2%	.	0.0%
COC(=O)C1CCN(C(=O)C23CCC(C)(C(=O)O2)C3(C)C)CC1 (stereo unspecified)	-18%[46.1 µM]	-10%	0%[38.3 µM]	2%	1%	0%	-0.8%
CC(C)c1ccc(C(=O)N2CCN(CCO)CC2)cc1	-1%[46.1 µM]	22%	-1%[38.3 µM]	2%	2%	1%	-1.0%
COc1ccc(CCN2C(=O)c3cccc4cccc(c34)C2=O)cc1OC	-21%[46.1 µM]	13%	2%[38.3 µM]	12%	0%	-2%	-1.1%
O=C(NC(=S)NCC1CCCO1)c1cccs1 (stereo unspecified)	7%	4%	2%	5%	1%	2%	-0.9%
CC(C)(C)c1ccc(OCC(=O)N/N=C/c2cc(Br)ccc2OC(=O)c2ccco2)cc1	?	-4%	-21%[38.3 µM]	-5%	-10%	-4%	0.1%
O=C(CCNS(=O)(=O)c1ccc(Br)s1)NC1CCCC1	-4%[46.1 µM]	-3%	-7%[38.3 µM]	6%	-1%	0%	-0.6%
OCCCCNc1cccc2ccccc12	6%[46.1 µM]	-1%	16%[38.3 µM]	.	-8%	-3%	-1.0%
Cc1ccc(S(=O)(=O)Nc2ccc(NC(=O)Nc3ccc(F)cc3F)cc2)cc1	-39%	-3%	10%	-7%	-5%	-1%	-1.0%
Clc1ccc(C2=NOC(c3nnc(-c4ccccc4)o3)C2)cc1 (stereo unspecified)	2%	-15%[9.22 µM]	.	.	15%	.	0.9%
COc1ccc(S(=O)(=O)Nc2ccc(O)c3ccccc23)cc1	-2%[46.1 µM]	1%	47%[activator][38.3 µM]	28µM*	-7%	1%	0.0%
CCSc1n[nH]c(=S)s1	1%	-7%	-10%	.	-12%	6%	2.4%
COc1ccccc1NS(=O)(=O)c1cc(NC(=O)Cn2cnc3c2c(=O)n(C)c(=O)n3C)ccc1C	8%	2%	10%	34%[activator]	-7%	2%	-0.2%
CCOP(=O)(OCC)C(NC(=O)Nc1ccc(C)cc1)C(N)=O (stereo unspecified)	-16%	-6%[9.22 µM]	.	8%	8%	.	1.1%
CCOC(=O)c1cc(C)sc1NC(=O)CCC(=O)O	-7%[46.1 µM]	9%	24%[38.3 µM]	.	-1%	-3%	0.0%

(more compounds)
molecule	NPSR antagonist	HTT aggregate	IMPase Li cell	L3MBTL1 inh	CBFb RUNX1 block	KinaseGlo FLuc	Epigenetic derep
CCOC(=O)c1cc(NC(=O)N(CC)CC)c(C)nc1C	18%[46.1 µM]	-5%[9.22 µM]	9%[38.3 µM]	.	-15%	0%	-0.7%
CN1CC(=O)N(CC(=O)Nc2ccc3c(c2)CCC3)C1=O	1%	6%	0%	.	0%	0%	4.9%
CCCCSc1nnc([C@@H]2CCCN2C(=O)OC(C)(C)C)o1	-13%[46.1 µM]	-1%	.	33%[activator]	15%	.	-7.2%
CCNC(=O)NC(=O)COc1ccccc1C#N	-7%[46.1 µM]	-2%	-2%[38.3 µM]	-2%	11%	1%	0.7%
NNC(=S)NC1CCCCCCCCCCC1	8%	4%[9.22 µM]	.	-8%	2%	.	?
O=C(N/N=C/c1cn(-c2cccs2)nc1-c1ccccc1)c1ccccc1Cl	-21%	?	3%	-5%	-21%	1%	-1.8%
CCOC(=O)C1(Cc2cccc(OC)c2)CCN(Cc2cccnc2)CC1	-1%	-6%[9.22 µM]	-2%	-2%	2%	-6%	-1.1%
CCN(CC)c1ccc(/C=N/N2C(=O)c3ccccc3C2=O)cc1	-20%	10%	2%	-3%	-5%	-5%	3.4%
COc1ccc([N+](=O)[O-])cc1N(CC(=O)NCCCOC(C)C)S(C)(=O)=O	12%	7%	1%	9%	1%	-2%	1.7%
BrC(=C\c1ccccc1)/C=N/n1cnnc1	-29%	?	-18%	-15%	-3%	-3%	?
Cc1csc(NC(=O)CCNC(=O)c2ccccc2Cl)n1	12%	-9%	-2%	3%	-7%	2%	11%
CCN(Cc1cc(=O)n2ccsc2n1)Cc1nc2cc(OC)c(OC)cc2c(=O)[nH]1	10%	27%[9.22 µM]	.	.	3%	.	8.1%
CN(C)c1ccc(/C=N/NC(=O)c2nonc2N)cc1[N+](=O)[O-]	21%	-11%[9.22 µM]	7%	-8%	6%	-15%	1.1%
COc1cccc(N2CCN(C(=O)c3ccc(N4C(=O)NC5CC4(C)Oc4ccccc45)cc3)CC2)c1 (stereo unspecified)	0%[46.1 µM]	5%	9%[38.3 µM]	-1%	-7%	0%	-1.1%
Cc1noc(C)c1S(=O)(=O)N(C)CC(=O)Nc1ccc(F)cc1	-10%[46.1 µM]	12%	-14%[38.3 µM]	.	-6%	4%	-5.6%
CCCSc1nsc(NC(=O)CCC)n1	17%	-13%	-5%	.	-4%	-2%	-1.1%
Cc1ccc(NC(=O)N(CCCN2CCOCC2)Cc2cccs2)cc1C	-12%[46.1 µM]	32%	18%[38.3 µM]	.	1%	6%	-5.6%
O=[N+]([O-])c1nn(-c2cccc(Cl)c2)n(O)c1=NCc1cccnc1	15%	-10%	6%	-14%	-13%	0%	-3.2%
